Screening results: PubChem BioAssay, Broad Institute
DENV2 CPE – inhibitors of DENV2 cytopathic effect, primary screen, cell-based, plate reader, single concentration. CPE inhibition, % at 9.99 µM. AID 651640, 2012. hit rate 1.7% among 350,000. DENV2-infected cells, cytopathic effect rescue; in the data active = CPE inhibition above about 20%, passing the limit was not always enough; inconclusive = no clear call, values can overlap the other calls; tested in BHK-21 cells;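 note: 0% = median of neutral control wells and 100% = median of positive control wells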
SIRT5 inh – SIRT5 desuccinylase inhibitors, primary screen, biochemical, fluorescence imaging, single point, set 5. NAD-dependent protein deacylase sirtuin-5, mitochondrial (Homo sapiens), Q9NXA8. Purified SirT5, succinyl-peptide AMC, trypsin-coupled fluorescence. inhibition, % at 15 µM. hit rate 1.1% among 330,000. AID 652115, 2013; in the data active = inhibition above about 15%; inconclusive = no clear call, values can overlap the other calls
Target sequence (Q9NXA8 whole entry, looked up): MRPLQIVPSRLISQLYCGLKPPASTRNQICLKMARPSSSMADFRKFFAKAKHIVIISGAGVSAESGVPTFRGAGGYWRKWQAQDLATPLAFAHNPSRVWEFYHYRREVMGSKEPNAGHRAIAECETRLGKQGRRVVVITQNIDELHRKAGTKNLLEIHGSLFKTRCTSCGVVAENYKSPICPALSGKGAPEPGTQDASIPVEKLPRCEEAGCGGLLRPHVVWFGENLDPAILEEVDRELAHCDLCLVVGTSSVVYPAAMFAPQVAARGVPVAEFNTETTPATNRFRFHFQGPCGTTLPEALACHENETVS
LGR2 antag – inhibitors of bursicon-induced LGR2 CRE-luciferase signal, primary screen, cell-based, HEK293, CRE-luciferase reporter, bursicon stimulation; bursicon-stimulated, 4 h; hit rate 0.35% among 380,000; inhibition, % at 9.99 µM;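 active = drop in luminescence signal, shown as inhibition above about 50% in the replicate tests, limit read from the data, passing the limit was not always enough; inconclusive = probably only some replicates passing the limit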;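 note: agonist challenge used bursicon conditioned medium at about half maximal strength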
EWS-Fli inh – EWS/Fli-driven NR0B1 reporter inhibitors, primary screen, A673 cells, NR0B1 luciferase, luminescence, MLPCN library; AID 651661, 2012; inhibition, % at 12.6 µM; viability-normalised; hit rate 0.67% among 350,000;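 active = mean inhibition of at least 50% after viability correction, with every replicate also passing that limit; inconclusive = mean reaches 50% but only one of two replicates passes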;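 note: firefly luciferase signal divided by Alamar Blue viability fluorescence both relative to DMSO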
PAX8 inh HTS – inhibitors of PAX8-driven TPO luciferase reporter, primary screen, RMG-I cells, single concentration. SteadyGlo, 24 h. inhibition, % at 12.6 µM. hit rate 1.2% among 360,000. AID 652154, 2013;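 active = mean replicate inhibition at least 60% with every replicate also reaching 60%; inconclusive = only one of the two criteria is met; inactive = mean below 60% and not all replicates reaching 60%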;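 note: luciferase light reporting Pax8 driven TPO promoter activity; plate controls were median of neutral control wells for no effect and mitoxantrone controls for full effect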
Casp6 inh – human caspase-6 inhibitors, primary screen, biochemical, VEID-R110 fluorescence, single point, set 2. P55212. purified caspase-6, Z-VEID-R110 cleavage fluorescence. inhibition, % at 12.5 µM. hit rate 0.53% among 350,000. AID 686996, 2013;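 active = mean inhibition across replicates at least about 35%, with every replicate also reaching that limit, limit read from the data; inconclusive = only one of the two criteria met; inactive = neither criterion met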;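 note: 0% = median of neutral control wells and 100% = no fluorescence left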
Target sequence (P55212 24-179 limits assumed): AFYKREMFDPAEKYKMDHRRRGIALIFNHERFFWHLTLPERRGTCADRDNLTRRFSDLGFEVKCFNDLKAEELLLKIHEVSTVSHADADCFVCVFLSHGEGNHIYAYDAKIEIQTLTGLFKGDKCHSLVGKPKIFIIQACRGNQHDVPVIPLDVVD
Target sequence (P55212 194-293 limits assumed): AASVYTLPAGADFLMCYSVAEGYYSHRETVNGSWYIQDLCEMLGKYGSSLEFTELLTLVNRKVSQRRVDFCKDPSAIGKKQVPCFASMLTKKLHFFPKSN
ARNT-TACC3 inh – disruptors of ARNT/TACC3 protein interaction, primary screen, biochemical, AlphaScreen, single concentration. Transforming acidic coiled-coil-containing protein 3 (Homo sapiens), Q9Y6A5. AlphaScreen His-ARNT PAS-B/GST-TACC3 binding, luminescence; TACC3 fragment carries E629A point mutation. inhibition, % at 9.99 µM. hit rate 0.66% among 390,000. AID 623870, 2012;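 active = mean inhibition of replicates at least 50% and at least half of replicates each reaching 50%; inconclusive = half or more replicates reach 50% but mean below 50%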;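 note: 0% = complete ARNT plus TACC3 wells and 100% = ARNT alone without TACC3; many hits fall short of the cut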
* marks the source's active call; other numbers are inactive results; u = inconclusive; x = not tested or not shown.

SMILES	DENV2 CPE	SIRT5 inh	LGR2 antag	EWS-Fli inh	PAX8 inh HTS	Casp6 inh	ARNT-TACC3 inh
COc1cccc(-c2cn(CC[C@H]3CC[C@H](NS(=O)(=O)Cc4ccccc4)[C@@H](CO)O3)nn2)c1	-2	-5	19	-27	-4	-2	3
COc1ccc(S(=O)(=O)N[C@@H]2CC[C@@H](CCn3cc(-c4ccccc4F)nn3)O[C@H]2CO)cc1	-8	-5	3	1	10	1	4
Cc1ccc(S(=O)(=O)CCc2nnc(NC(=O)CCl)s2)cc1C	-3	3	-11	28	17	1	1
COc1ccc([N+](=O)[O-])cc1NC(=S)NC(=O)C(C)(C)C	x	3	3	-1	7	5	-1
Oc1ccccc1N=Cc1sc2ccccc2c1Cl	x	x	-16	x	12	x	6
CCC(Oc1ccccc1C)C(=O)Nc1ccc(S(=O)(=O)Nc2cc(C)on2)cc1 (centres undefined)	3	-2	-6	2	10	1	-1
Nc1cc(C(=O)OCC(=O)Nc2ccc(N3CCOCC3)cc2)ccc1Cl	-10	0	0	-3	0	0	-16
COCCNC(=O)C[C@H]1CC[C@H]2[C@@H](COC[C@H](O)CN2S(=O)(=O)c2ccccc2C)O1	4	-3	2	-1	0	-12	-2
CO[C@H]1CN(C)C(=O)c2cc(NC(=O)c3ccno3)ccc2OC[C@@H](C)N(S(C)(=O)=O)C[C@H]1C	0	-1	6	0	-12	x	-3
O=C(CN1CCCCCC1)NCCN1C(=O)S/C(=C\c2ccccc2Cl)C1=O	9	-2	23	1	-13	1	2
CCOc1ccc(NC(=S)NC(=O)/C=C/c2ccc(Br)cc2)c([N+](=O)[O-])c1	0	-6	3	7	6	-1	-10
COc1ccc(OC)c(NC(=O)CSc2nnc(-c3ccco3)o2)c1	-3	-1	0	1	x	-2	-2
COc1ccc(CN(C)C[C@@H]2Oc3c(NC(=O)Nc4ccccc4)cccc3C(=O)N([C@H](C)CO)C[C@@H]2C)cc1	-13	7	-12	4	-3	0	0
COC(=O)c1cccc(CN2C(=O)C(C)Sc3ccc(C)cc32)c1 (centres undefined)	-8	x	-8	-24	-48	3	x
COC(=O)c1cc(NC(=O)c2cc(-c3ccc(OC)cc3)oc2C(F)(F)F)ccc1N1CCOCC1	0	1	21	-1	20	0	-9
COc1ccc(NC(=O)N(C)C[C@@H]2OCCCC[C@@H](C)Oc3ccc(NC(=O)Nc4ccccc4)cc3C(=O)N([C@@H](C)CO)C[C@H]2C)cc1	0	5	-3	-2	-2	1	-2
C[C@@H]1CN([C@@H](C)CO)C(=O)c2cc(/C=C/c3ccccc3)cnc2O[C@H]1CN(C)C(=O)c1ccc(F)cc1	-4	-9	12	-1	x	-3	2
COc1ccccc1-c1nnc(SCC(=O)NC2CCS(=O)(=O)C2)n1N (centres undefined)	0	-2	19	8	-1	-112	-6
COc1cccc(C(=O)NCc2cccnc2)c1	-4	-3	-4	5	x	-3	0
CCOC(=O)N1CCc2c(sc3c2c(=O)n(Cc2ccccc2)c(=O)n3CC(=O)NCC2CCCO2)C1 (centres undefined)	2	1	7	4	12	2	3
CN(C(=O)CN1C(=O)NC2(CCc3ccccc32)C1=O)C1CCCCC1 (centres undefined)	7	x	2	-3	17	4	x
CN(Cc1ccc(F)cc1)C(=O)c1sccc1-c1ccccc1	7	-2	21	x	6	-249	-6
O=C(Cc1ccccn1)N[C@H]1CC[C@@H](CCNC(=O)c2cc(Cl)cc(Cl)c2)O[C@@H]1CO	2	-1	-5	3	8	0	-5
O=C(Nc1ccccc1C(=O)NCc1ccco1)Nc1cccc2ccccc12	2	-3	x	8	61*	-1	2
Cc1ccccc1N(CC(=O)NCC1CCCO1)C(=O)CCC(=O)Nc1nccs1 (centres undefined)	-5	-4	15	-3	-13	1	2
NC(=O)Cn1nc([N+](=O)[O-])nc1Oc1ccccc1C(=O)N1CCOCC1	-1	-5	0	-3	2	0	-5
COc1ccc(NC(=O)Nc2cccc3ccccc23)cc1OC	-4	-3	0	-21	x	0	12
OC[C@H]1[C@H]2c3ccccc3NC[C@H]2N1CC1CCCCC1	u	-4	8	4	-2	-1	1
CCOC(=O)C1CCCN(CCC(C)c2ccccc2)C1 (centres undefined)	x	-1	7	x	x	0	-1
CO[C@H]1CN(C)C(=O)c2cccc(C#N)c2OCC[C@H]2CC[C@@H](OC)[C@H](CN(C)C(=O)[C@@H]1C)O2	9	0	20	1	9	9	0
CCCN(CCC)C(C)C(=O)NCC1(c2ccccc2)CCCC1 (centres undefined)	x	-2	15	13	-5	2	-3
COc1ccc2cc(C(=O)N3CCC(Cc4ccccc4)CC3)[nH]c2c1	-2	0	-29	-68	-30	-2	1
COC(=O)c1sccc1S(=O)(=O)N1CCCC(N(C)CCc2ccccn2)C1 (centres undefined)	-3	-3	-2	x	-3	-4	-9
C[C@@H]1CN([C@@H](C)CO)C(=O)c2cccc(NC(=O)Nc3ccccc3)c2O[C@H]1CN(C)Cc1ccccc1	9	-1	8	-10	4	-2	-1
C[C@@H]1CN([C@@H](C)CO)C(=O)c2cc(N(C)C)ccc2O[C@H]1CN(C)C(=O)Nc1ccc(F)cc1	35*	3	10	-3	8	0	3
O=C(O)C1CCCN(S(=O)(=O)c2ccc3c(c2)OCCO3)C1 (centres undefined)	-1	3	-8	-2	-1	-2	-1
CCOC(=O)c1ccc(S(=O)(=O)N2CCN(C3CC(=O)N(c4ccccc4C(F)(F)F)C3=O)CC2)cc1 (centres undefined)	3	0	-9	1	9	3	-2
CC(=O)N(C)C[C@@H]1Oc2cc(-c3cccc(C#N)c3)ccc2S(=O)(=O)N([C@H](C)CO)C[C@H]1C	-2	6	-4	-11	x	1	-3
O=C(c1ccccc1)c1ccc(CN2C(=O)c3ccccc3C2=O)o1	-1	0	-9	10	x	-1	-16
C[C@H](O)C#Cc1cnc2c(c1)C(=O)N([C@@H](C)CO)C[C@@H](C)[C@H](CN(C)C(=O)c1ccc(F)cc1)O2	-5	-1	25	-3	x	2	-3
CC(C)n1cc(CN2CCC(C(=O)Nc3cccc(-c4cscn4)c3)CC2)cn1	1	-3	14	x	20	-9	4
Cc1ccccc1-c1cnc2c(c1)C(=O)N([C@H](C)CO)C[C@@H](C)[C@H](CN(C)C(=O)CC1CC1)O2	16	-5	6	-8	-28	-3	2
O=C(CSc1nc(-c2ccccc2Cl)ns1)c1ccc(Cl)cc1	x	x	-11	x	-10	x	-4
C=CCn1c(O)c(N=O)c2ccccc21	5	0	-9	1	6	1	6
C[C@@H]1CCCCO[C@H](CN(C)C(=O)C2CCCCC2)[C@H](C)CN([C@H](C)CO)C(=O)c2cc(NS(C)(=O)=O)ccc2O1	-4	0	-25	3	4	0	20
CC1=CC2(O)OCCN(CCO)C2=CC1=O (centres undefined)	x	-10	18	-6	x	19	22
CCCOc1ccccc1OCC(=O)Nc1ccc(S(=O)(=O)N2CCCC2)cc1	-5	0	-2	0	12	1	-2
CC(OC(=O)Cc1ccc(F)cc1)C(=O)N1CCc2ccccc21 (centres undefined)	u	-5	14	-3	-13	-1	-7
CO[C@@H]1CN(C)C(=O)c2cc(NC(=O)c3cnccn3)ccc2OC[C@H](C)N(CC2CC2)C[C@@H]1C	-9	0	2	2	x	1	x
O=C(NCc1cccc(C(F)(F)F)c1)c1ccc[nH]1	1	1	1	0	-11	0	-3
(continued)
SMILES	DENV2 CPE	SIRT5 inh	LGR2 antag	EWS-Fli inh	PAX8 inh HTS	Casp6 inh	ARNT-TACC3 inh
Cn1cnnc1SCc1ccc(C(=O)N=Nc2c(O)n(C)c3ccccc23)cc1	x	x	-6	x	-3	x	4
Cn1c2ccccc2c2ccc3c(c21)C(=O)C=CC3=O	12	4	30	-5	0	1	5
O=C(c1ccc2c(c1)OCO2)N1CCN(S(=O)(=O)c2ccc(Br)cc2Cl)CC1	7	7	8	10	10	2	4
Cc1nn(C)cc1S(=O)(=O)Nc1cccc(Cl)c1	-3	-1	0	4	2	1	0
CCN(CC)C(=O)Cn1c(=O)n(-c2ccccc2)c(=O)c2sccc21	0	-3	-2	7	5	2	4
O=C(c1cccc(C(F)(F)F)c1)C1CCCN(Cc2ccc(OCCO)cc2)C1 (centres undefined)	3	-3	11	-2	2	2	-1
CCCCNC(=S)Nc1ccc(F)cc1	8	1	4	12	13	-2	-8
Cc1ccc(C2CC(=O)Oc3cc(C)c(Br)c(C)c32)cc1 (centres undefined)	3	-1	-1	4	2	0	-5
CCOc1ccc2c(c1)[nH]c(=S)n2C	4	0	12	2	-21	2	0
C[C@H]1CN([C@@H](C)CO)C(=O)c2cc(-c3ccc(C#N)cc3)cnc2O[C@H]1CN(C)CC1CCOCC1	-7	-9	-4	-2	4	3	x
COc1cccc(CC(=O)n2nc(N)c3cc4ccc(OC)cc4nc32)c1	-1	2	23	-33	43	-4	-2
Cc1cc([N+](=O)[O-])nn1Cc1ccc(F)cc1	-2	4	10	11	7	2	-3
COCCOc1cc(NCc2ccccc2)c2ncn(C(C)C)c2c1	-11	0	u	0	26	5	14
O=C(C[C@H]1C/C=C\CC[C@H](Cc2ccc(F)cc2)C(=O)OCCNC1=O)NCCO	-19	x	22	6	-19	-1	-3
CC(=O)c1ccc(OCC(=O)c2ccc(-c3ccccc3)cc2)cc1	x	x	-8	x	-24	x	-4
O=C(CC1CC1)Nc1ccc2c(c1)[C@H]1C[C@H](CC(=O)N3CCOCC3)O[C@@H](CO)[C@H]1O2	2	x	2	-2	-8	x	-2
CCn1nnc2c(=O)oc3ccccc3c21	-2	x	1	-8	7	-1	6
O=C(NC1CC1)C1CCN(c2nc3ccccc3s2)CC1	-3	2	-55	x	-102	2	x
OCc1ccccc1OCc1ccccc1	-2	-4	-19	-22	-19	-3	x
CC(C)c1nnc(SCC(=O)NC2CCCCC2)n1C	4	-3	0	-5	2	-1	-4

Among those listed so far, these have a thiophene ring, fused or not.
SMILES	DENV2 CPE	SIRT5 inh	LGR2 antag	EWS-Fli inh	PAX8 inh HTS	Casp6 inh	ARNT-TACC3 inh
Oc1ccccc1N=Cc1sc2ccccc2c1Cl	x	x	-16	x	12	x	6
CCOC(=O)N1CCc2c(sc3c2c(=O)n(Cc2ccccc2)c(=O)n3CC(=O)NCC2CCCO2)C1 (centres undefined)	2	1	7	4	12	2	3
CN(Cc1ccc(F)cc1)C(=O)c1sccc1-c1ccccc1	7	-2	21	x	6	-249	-6
COC(=O)c1sccc1S(=O)(=O)N1CCCC(N(C)CCc2ccccn2)C1 (centres undefined)	-3	-3	-2	x	-3	-4	-9
CCN(CC)C(=O)Cn1c(=O)n(-c2ccccc2)c(=O)c2sccc21	0	-3	-2	7	5	2	4

(listing goes on)
SMILES	DENV2 CPE	SIRT5 inh	LGR2 antag	EWS-Fli inh	PAX8 inh HTS	Casp6 inh	ARNT-TACC3 inh
COC(=O)C1C(=O)C2=C(CC1C)NC(=O)CC2c1ccc(F)cc1 (centres undefined)	x	-2	2	-44	7	-5	3
CC1(C(=O)OCC(=O)Nc2ccccc2Cl)CC1(Cl)Cl (centres undefined)	0	5	-8	0	2	-2	-7
C[C@@H]1CN([C@@H](C)CO)C(=O)Cc2cc(NS(=O)(=O)c3ccc(Cl)cc3)ccc2O[C@@H]1CN(C)C(=O)Nc1ccc2c(c1)OCO2	x	x	2	7	-10	x	x
Cc1noc(C)c1NC(=O)N(C)C[C@@H]1Oc2c(NC(=O)c3cnccn3)cccc2C(=O)N([C@@H](C)CO)C[C@H]1C	9	-2	-4	-7	x	-1	-5
CN(Cc1ccccc1)/C(=N/O)c1cccc(Cl)c1	8	-3	1	-8	1	0	9
O=C(NCc1cccnc1)C1Cc2c(-c3ccc(Cl)cc3)ccnc2O1 (centres undefined)	15	4	-11	52*	29	-8	x
